# Bioassay records (PubChem BioAssay)
# APP transl inh: APP translation inhibition; SH-SY5Y APP 5'UTR-luciferase reporter, luminescence; inhibition, % at 2 µM; hit rate 0.82% among 190,000;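 active = inhibition above a set limit, derived from the sample mean plus 3 SD, cut at about 45% in these data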; also: values of inactives mirror those of a sister screen read the other way
# FLuc stim CS: affects firefly luciferase, flagging false hits in luciferase stimulation screens; P08659; ATPlite luciferase biochemical, luminescence, 10 min; 0 = ATP-free wells, 1 = DMSO control; activation factor at 10 µM; 200,000 tested, under 10 active;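 active = luciferase activation factor, scaled between plate controls, of at least 2 with compound at 10 µM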
# Target sequence (P08659 whole entry, looked up): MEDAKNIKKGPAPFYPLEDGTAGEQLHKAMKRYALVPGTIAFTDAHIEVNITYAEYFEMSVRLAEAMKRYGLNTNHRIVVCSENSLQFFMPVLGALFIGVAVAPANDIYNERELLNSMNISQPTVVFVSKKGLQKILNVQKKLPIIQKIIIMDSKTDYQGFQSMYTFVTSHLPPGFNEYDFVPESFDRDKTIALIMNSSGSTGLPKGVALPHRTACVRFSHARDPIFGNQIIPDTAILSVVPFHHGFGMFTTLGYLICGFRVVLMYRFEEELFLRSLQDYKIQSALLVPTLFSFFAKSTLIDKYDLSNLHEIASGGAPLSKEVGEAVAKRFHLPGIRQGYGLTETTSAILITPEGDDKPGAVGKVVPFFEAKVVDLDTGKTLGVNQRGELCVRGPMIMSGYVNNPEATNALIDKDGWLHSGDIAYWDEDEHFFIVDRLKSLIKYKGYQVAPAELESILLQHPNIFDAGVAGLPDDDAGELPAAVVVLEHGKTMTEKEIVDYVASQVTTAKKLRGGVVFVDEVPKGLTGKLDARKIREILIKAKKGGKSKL
#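 Assay system: Luciferase/luciferin detection reagent, cell-free biochemical luciferase assay / Read-out: luciferase activation / Benchmarks: No-ATP low control, compound-free enzyme-plus-ATP high control / Medium: PBS buffer for ATP / Detection: luminescence measurement of luciferase light output / Schedule: 10 min at ambient temperature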
# STAT1 inh: STAT1 signaling inhibition | NIH 3T3 STAT1-luciferase reporter, IFN-gamma, luminescence | inhibition, % at 5.5 µM | hit rate 0.35% among 200,000;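 active = inhibition above a set limit, the mean inhibition across all tested compounds plus 3 SD, cut at about 34% in these data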;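 also: 0% = IFN-gamma with DMSO and 100% = IFN-gamma with 300 µM nifuroxazide; values of inactives mirror those of a sister screen read the other way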
# STAT3 activator: STAT3 signaling activation; U3A cells, IL-6 STAT3-luciferase reporter, luminescence; 100% = signal with IL-6 EC80 alone; activation (% of control), % at 5.6 µM; hit rate 0.91% among 190,000;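 active = activation above the screen-wide mean of compound activation plus 3 SD, cut at about 130% in these data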;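 also: 0% = background luminescence of wells with medium and substrate only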
#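 Material: human U3A cells carrying STAT3-luciferase construct. Measured by: reporter luminescence signal. Timing: compound 1 h, then IL-6 6 h at 37 °C.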
# FLuc inhib CS: counter-screen for luciferase assay inhibitors: firefly luciferase inhibition; inhibition, % at 10 µM; AID 1006; ATPLite firefly luciferase biochemical luminescence, 10 min; P08659; hit rate 1.5% among 200,000;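 active = inhibition above about 50% when tested at 10 µM, limit read from the data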
# STAT3 inh: reduces IL-6 driven STAT3 reporter signal. U3A cells, IL-6 STAT3-luciferase reporter, luminescence; host cell line lacks STAT1. inhibition, % at 5.5 µM. hit rate 0.89% among 190,000. AID 862;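 active = inhibition above the mean inhibition across all screened compounds plus 3 SD, cut at about 44% in these data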;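 also: 0% = DMSO only wells and 100% = 100 µM nifuroxazide control wells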
# ROMK primary: modulators of human ROMK potassium channel | hit rate 2% among 130,000 | B-score at 10 µM | Tet-inducible ROMK, thallium flux fluorescence; actives lie on both sides | P48048;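 active = signal ratio slope over the read window, or its plate-corrected B-score, at least 3 SD from the plate mean, either direction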;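 also: B-score of the F/F0 ratio slope over 7 to 12 s after thallium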
# Target sequence (P48048 whole entry, looked up): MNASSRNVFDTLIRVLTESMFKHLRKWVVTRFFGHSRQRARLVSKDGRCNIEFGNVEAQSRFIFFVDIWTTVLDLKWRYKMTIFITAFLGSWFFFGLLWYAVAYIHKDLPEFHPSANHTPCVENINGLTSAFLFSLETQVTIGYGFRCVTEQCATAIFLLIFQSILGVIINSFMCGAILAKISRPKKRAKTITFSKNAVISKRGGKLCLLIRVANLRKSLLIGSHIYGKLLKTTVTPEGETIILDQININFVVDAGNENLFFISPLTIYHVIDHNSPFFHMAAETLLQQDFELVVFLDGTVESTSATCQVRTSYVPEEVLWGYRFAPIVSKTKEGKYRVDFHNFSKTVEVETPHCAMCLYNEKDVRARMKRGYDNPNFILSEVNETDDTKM
# APP 5'UTR act: activates APP 5'UTR luciferase reporter. AID 1276. hit rate 1% among 190,000. activation, % at 2 µM. SH-SY5Y APP 5'UTR luciferase reporter, luminescence; zero percent = DMSO vehicle wells;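 active = activation above a set limit, based on mean plus 3 SD of controls, cut at about 140% in these data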; also: values of inactives mirror those of a sister screen read the other way
# STAT1 act: STAT1 signaling activation. NIH 3T3 STAT1-luciferase reporter, IFN-gamma, luminescence; 100% = IFN-gamma alone, no compound. activation (% of control), % at 5.5 µM. AID 932. hit rate 2.6% among 200,000;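 active = activation above the screen-wide mean activation plus 3 SD, cut at about 130% in these data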;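 also: raw ratio to IFN-gamma control signal so 100% means no change and 0% no light; values of inactives mirror those of a sister screen read the other way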
# NF-kB neuron act: raises NF-kB expression in human neuronal cells; NF-kB reporter expression; active compounds read high; fold change at 12.5 µM; hit rate 1.6% among 190,000; in the data active = fold change above about 3.3
# An asterisk follows results filed as active; / = not tested or not shown. Compounds were not picked by outcome; overall some 7.1% were active at least once.
SMILES,APP transl inh,FLuc stim CS,STAT1 inh,STAT3 activator,FLuc inhib CS,STAT3 inh,ROMK primary,APP 5'UTR act,STAT1 act,NF-kB neuron act
COc1cccc(CC(=O)N2CCN(c3ccccc3[N+](=O)[O-])CC2)c1,16,1.1,-3,108,-7,-4,-0.99,-16,104,1.5
Cc1ccccc1-n1cc(CNC(=O)CCc2nnc(CCc3ccccc3)o2)cn1,-10,1.1,0,94,-6,11,1.1,10,98,1.2
CC1CCCCC1NC(=O)Cn1nc(-c2ccccc2)ccc1=O (stereo unspecified),-15,1,8,95,-4,11,/,15,94,1.1
COc1ccc(-n2nc(C(=O)NCC(=O)NCC3CCCO3)c3ccccc3c2=O)c(OC)c1 (stereo unspecified),-2,1.1,-1,106,-7,-3,-0.73,2,100,1
O=C(Nc1ccccc1)Nc1ccc(Br)cc1F,-81,0.9,-33,89,6,12,/,81,130*,1.8
CN(Cc1ccccc1)C(=O)c1ccccc1C(=O)O,6,1.1,-1,95,-5,6,-0.37,-6,101,0.99
O=C(CN1C(=O)NC2(CCCc3ccccc32)C1=O)Nc1cccc(S(=O)(=O)N2CCCCC2)c1 (stereo unspecified),-1,1.1,13,107,-7,-6,/,1,89,0.7
CC1CCN(CCCCOc2ccccc2-c2ccccc2)CC1,0,1,13,99,-3,1,/,0,88,0.73
COCc1cc(=O)[nH]c(Nc2nc(C)c3ccccc3n2)n1,15,1,-11,79,-4,29,0.72,-15,110,0.4
COC(=O)C(C)n1nnc2sc(-c3ccccc3)cc2c1=O (stereo unspecified),-19,0.8,-10,87,19,17,-0.44,19,108,2.3
Nc1cc(C(=O)OCC(=O)NCc2ccco2)ccc1Cl,11,1,-1,98,1,8,/,-11,101,1
COC(=O)c1cc(OC)c(OC)cc1NC(=O)c1ccccc1C,-3,1.1,2,96,-8,10,0.18,3,95,0.89
Cc1ccc(C(=O)Nc2nc3ccc(S(C)(=O)=O)cc3s2)o1,-103,0.3,-22,93,74*,11,/,103,121,2.1
Fc1ccc(Nc2nc(-c3cccnc3)cs2)cc1,-106,0.7,-42,157*,26,-64,0.019,106,136*,3.6*
C=CCNC(=O)C1CCCN(S(C)(=O)=O)C1 (stereo unspecified),-6,1.1,-4,99,-5,7,/,6,104,1.1
COc1ccccc1NC(=O)Nc1ncccc1C,7,1,-7,90,0,16,/,-7,106,1.2
COc1ccc(C(=O)NNC(=O)CSc2nnc(COc3ccc4ccccc4c3)n2C)cc1,4,1,3,103,-3,4,-0.85,-4,97,0.95
COc1ccc(-c2csc(N(CC3CCCO3)C(=O)c3ccccc3)n2)cc1 (stereo unspecified),12,1,2,106,-4,-5,-0.3,-12,97,1.2
O=C1Nc2cc(Cl)cnc2N2CCCC12 (stereo unspecified),4,1.1,-5,101,-6,-1,/,-4,106,0.89
CC1=C(C(N)=O)C(c2ccc(C)o2)C(C(N)=O)=C(C)N1,-4,1,-7,109,-2,-6,/,4,106,1.1
CCn1c(CNC(=O)c2cccs2)nnc1SCC(=O)Nc1cc(Cl)ccc1C,-8,0.9,8,88,7,19,/,8,92,1.3
CCOc1ccccc1-n1c(COc2ccccc2)nnc1SCC(N)=O,52*,1.1,-6,103,-5,2,/,-52,106,1.1
CC1(C)CC(NC(=O)c2cccc3ccccc23)CC(C)(C)N1,11,1,4,129,-3,-35,-0.48,-11,94,1
C=CCn1c(SCc2nc3ccccc3nc2C)nnc1-c1ccoc1C,-4,1,7,96,-1,8,/,4,94,1
CN1CCN(c2ccc(-c3ccc4ccccc4n3)cc2)CC1,51*,0.1,95*,9,94*,112*,-0.17,-51,11,0.34

# Going on with the list:
SMILES,APP transl inh,FLuc stim CS,STAT1 inh,STAT3 activator,FLuc inhib CS,STAT3 inh,ROMK primary,APP 5'UTR act,STAT1 act,NF-kB neuron act
CCCCNC(=O)N1CCN(S(C)(=O)=O)CC1,-6,1,2,102,-1,7,0.073,6,99,1.2
Cc1nnc2n(-c3ccccc3)c(=O)c3c4c(sc3n12)COC(C)(C)C4,6,1.1,2,100,-6,6,/,-6,98,0.98
CCN(CC)c1ccc(C(=O)OCC(=O)Nc2sccc2C#N)cc1,-45,1,-25,110,1,-17,/,45,123,2.1
CN(C)c1ccc(N=Nc2ccccc2C(=O)OCC(=O)N(C)c2ccccc2)cc1,-22,0.3,4,105,65*,-11,/,22,96,0.59
COc1cccc(NC(=O)c2cccc(OC)c2OC)c1,-57,0.7,-40,102,27,1,-0.6,57,136*,2.7
CC(C)(C)NC(=O)CN(C(=O)Cn1nnc(-c2ccccc2F)n1)c1cccc2c1CCCC2,0,1.1,2,109,-6,-3,/,0,98,0.83
CCOC(=O)NNS(=O)(=O)c1cc(Br)ccc1Br,-18,1.1,-2,103,-7,-1,-0.38,18,101,1.3
Cc1ccc(CNC(=O)CN(C)S(=O)(=O)c2cnc[nH]2)cc1,-13,1,4,95,-5,10,0.23,13,96,1.1
Cc1ccc(C(=O)COC(=O)CCC(=O)NC2CCCCC2)cc1C,2,0.6,2,98,36,8,-0.81,-2,98,1
COc1ccc(NC(=O)c2sc3nc(Cc4ccccc4)cc(C(F)(F)F)c3c2N)cc1OC,-2,1.1,0,100,-11,2,/,2,100,1.4
CCOC(=O)c1cn(CC)c2ccc(S(=O)(=O)N3CC(C)CC(C)C3)cc2c1=O (stereo unspecified),-5,1.1,3,102,-8,1,0.029,5,98,0.99
Brc1ccc(OCc2cn3ccccc3n2)cc1,-140,0.2,-50,73,77*,38,0.23,140*,147*,4.6*
Nn1c(Cc2cccc3ccccc23)nnc1SCCOc1ccc(Br)cc1,2,1,-8,95,-2,4,-1.6,-2,107,1
COc1ccccc1Nc1nc(-c2sc(NC(=O)C(C)(C)C)nc2C)cs1,-4,1.1,-1,91,-8,15,/,4,101,0.69
Cn1cnnc1Sc1nc2ccccc2nc1NS(=O)(=O)c1ccccc1,-10,1.1,7,86,-8,23,/,10,95,1.4
O=C(Cc1cccs1)N1CCN=C1SCc1ccc(Br)cc1,15,1,-6,103,-3,3,0.44,-15,103,0.86
CCC(=O)c1ccc(OCC(O)Cn2nc(C)c(C(C)=O)c2C)cc1 (stereo unspecified),14,1.1,18,85,-6,23,2,-14,83,0.78
COc1cccc(CNCC(=O)N2C(C)CCCC2C)c1 (stereo unspecified),13,1.1,0,105,-7,-3,0.91,-13,100,1
N#Cc1ccc2ccn(CC(=O)NC3CCCCC3)c2c1,-4,1.1,1,98,-8,5,/,4,99,1.1
NC(=O)c1ccc(-n2nnnc2Oc2ccccc2C(=O)N2CCOCC2)cc1,7,1,21,103,-1,1,/,-7,81,1.4
c1nc(NCC2CCCO2)c2[nH]cnc2n1 (stereo unspecified),1,/,-4,98,/,6,/,-1,104,/
CCNC(=O)COC(=O)c1csc2c1CCCC2,-1,1,10,98,0,3,-1.4,1,91,0.96
CCS(=O)(=O)Nc1cccc(C2=NN(S(=O)(=O)c3ccccc3)C(c3cccs3)C2)c1 (stereo unspecified),18,1,5,98,0,14,/,-18,96,0.96
Cc1cc(C)c2nc(N)sc2c1,-43,1,-2,115,2,-13,/,43,102,1.2
COc1ccc(/C=N/NC(=O)c2sccc2OCc2ccc(F)cc2)cc1OC,15,1,-3,89,-3,21,-0.57,-15,103,1.1

# Part of the list above in order of formula weight, highest first:
SMILES,APP transl inh,FLuc stim CS,STAT1 inh,STAT3 activator,FLuc inhib CS,STAT3 inh,ROMK primary,APP 5'UTR act,STAT1 act,NF-kB neuron act
CCn1c(CNC(=O)c2cccs2)nnc1SCC(=O)Nc1cc(Cl)ccc1C,-8,0.9,8,88,7,19,/,8,92,1.3
COc1ccc(/C=N/NC(=O)c2sccc2OCc2ccc(F)cc2)cc1OC,15,1,-3,89,-3,21,-0.57,-15,103,1.1
Brc1ccc(OCc2cn3ccccc3n2)cc1,-140,0.2,-50,73,77*,38,0.23,140*,147*,4.6*
C=CCNC(=O)C1CCCN(S(C)(=O)=O)C1 (stereo unspecified),-6,1.1,-4,99,-5,7,/,6,104,1.1

# (further entries)
SMILES,APP transl inh,FLuc stim CS,STAT1 inh,STAT3 activator,FLuc inhib CS,STAT3 inh,ROMK primary,APP 5'UTR act,STAT1 act,NF-kB neuron act
NNC(=O)CCC(=O)Nc1ccccc1,7,1,-7,108,-4,-10,-0.032,-7,106,1.9
O=C(Nc1nc2ccccc2s1)c1cnccn1,-56,0.4,-18,69,59*,36,0.29,55,116,4*
COc1ccc(F)cc1C(=O)C1CCCN(Cc2cccn2-c2cccnc2)C1 (stereo unspecified),-6,1,7,96,0,10,0.26,5,92,1
CCNC(=O)n1cc(-n2cncn2)c(-c2ccc(Cl)cc2)n1,-2,1,4,101,-5,2,-0.06,2,96,1.2
COC(=O)c1cc2sccc2n1CC(=O)Nc1cccc(SC)c1,16,1.1,5,104,-9,2,/,-16,97,0.96
CC(C)(C)c1ccc(C(=O)CSc2n[nH]c(=O)[nH]c2=O)cc1,17,0.8,-5,93,23,15,1.9,-17,105,1.4
CCNc1nc(NCC)nc(N/N=C/c2ccc(Br)cc2)n1,1,1.1,-4,84,-5,24,1.1,-1,102,1.2
COCCNC(=S)Nc1ccc(N2CCCCC2)cc1,-12,1.1,-8,104,-6,-3,0.4,12,107,1.4
COCC1CCCN(Cc2cn[nH]c2-c2cc3ccccc3o2)C1 (stereo unspecified),5,1.1,3,97,-7,8,-1.2,-5,96,1
COCCn1c(N)c(NCc2ccccc2)c(=O)n(CC(=O)Nc2cc(C)ccc2C)c1=O,-4,1.1,2,106,-6,-3,-0.23,4,98,0.93
CCOCCCNC(=O)c1ccc(N(C)S(=O)(=O)c2ccc(OC)cc2)cc1,6,1,-5,106,-1,-6,/,-6,105,1
O=S1(=O)N=C2CCCN2C(c2ccc(F)cc2)N1 (stereo unspecified),-3,1.1,8,107,-6,-4,/,3,93,1
CCCN(CC1CC1)S(=O)(=O)c1ccc(-n2cnnn2)c(OC)c1,-8,1.1,-1,102,-5,2,-0.54,8,101,0.98
c1ccc(-c2nn3cnnc3c3ccccc23)cc1,1,1.1,-3,100,-9,4,-0.14,-1,101,1.3
CCOc1cc(NC(=O)CC(C)C)c(OCC)cc1NC(=O)CCn1nnc2ccccc21,-4,1,-2,98,-1,3,0.23,4,102,1.5
CCCCCOC(=O)CC(C(=O)OCCCCC)N1CCCCC1 (stereo unspecified),12,1.1,3,112,-5,-11,/,-12,97,1.3
COc1ccc(N/N=C(\C#N)C(N)=O)cc1,18,1,8,92,3,12,/,-18,93,1.4
Cc1cnc(NC(=O)CN(C)S(=O)(=O)c2ccc(Cl)cc2)s1,-2,1.1,2,96,-5,13,0.041,2,98,1.2
Cn1cc(S(=O)(=O)CC(=O)Nc2ccc3c(c2)OCO3)c2ccccc21,-1,1,5,111,-3,-9,/,1,95,1.3
Nc1ccc(N=Nc2ccccc2)c(N)n1,-49,1,-12,100,5,2,/,49,111,2.1
COC(=O)c1sccc1NC(=O)/C=C\c1ccc(Cl)cc1Cl,-28,1,-1,94,3,4,0.93,28,101,1.5
c1cn(CC2(Cn3ccnc3)COC2)cn1,9,1,-6,112,-5,-9,/,-9,105,0.99
CCOP(=O)(OCC)c1nc(-c2cccc([N+](=O)[O-])c2)oc1N1CCCCC1,3,1,10,108,-3,-8,/,-3,90,0.98
CCOc1ccc(-c2cn3ccccc3n2)cc1,-207,0,53*,29,97*,89*,0.34,207*,50,4.8*
